POLK inh: blocks human DNA polymerase kappa activity; Q9UBT6; purified Pol kappa, fluorescent DNA synthesis assay, 10 min; Potency, µM (highest dose often 107 µM), without a hit: at the highest dose activity, negative = inhibition, hits mostly inhibitors; 400,000 compounds, 0.53% hits; AID 588579; also: potency is read from the fitted curve at half-maximal effect; % is scaled to controls: 0 for no effect and ±100 for the full control effect
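Pol kappa 10 nM + cpd, 15 min RT; start w/ substrate 50 nM final; fluorescence kinetic read, 0 and 10 min. Neg ctrl: buffer, no enzyme.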
RGS4 inh: inhibitors of human regulator of G protein signaling 4. P49798. Transcreener GDP fluorescence polarization, RGS4-accelerated GTP hydrolysis. Potency, µM (titrated, usually from 114 µM), inactives show at the top dose activity change, negative = inhibition, actives largely listed as inhibitors. 390,000 compounds, 0.039% hits. AID 504845; also: potency is read from the fitted curve at half-maximal effect; % is scaled to controls: 0 for no effect and ±100 for the full control effect; nearly all actives have a fitted effect of over 75% in size; some results filed as inactive show a strong effect at the top dose
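MLSMR compounds (23 nl, pin-transferred) preincubated 10 min at room temperature with a 500nM (2x) first reagent, then RGS4 at 900nM (2x) plus Transcreener GDP mix added; fluorescence polarization (620/688 nm) read before and after 90 min at 30 °C.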
POLB inh: blocks human DNA polymerase beta activity. Pol beta primer extension/strand displacement, fluorescence kinetic. Potency, µM (doses to about 114 µM), for inactives: at the highest dose activity change, negative = inhibition, usual class: inhibitors. 340,000 compounds, 1.3% hits. AID 485314; also: potency is read from the fitted curve at half-maximal effect; % is scaled to controls: 0 for no effect and ±100 for the full control effect
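Pol beta (10 nM) and compounds were preincubated 15 min at room temperature, then 50 nM substrate (final) started primer extension/strand displacement. Reads were taken at 0 and 10 min; concentration-response data were fitted to a four-parameter Hill equation.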
12-LOX inh: ALOX12 (human) lipoxygenase inhibition; P18054; purified 12hLO, xylenol orange hydroperoxide absorbance; Potency, µM (titrated, usually from 108 µM), for inactives: top-dose activity change, negative = inhibition, usual class: inhibitors; 580,000 compounds, 1.1% hits; also: potency is read from the fitted curve at half-maximal effect; % is scaled to controls: 0 for no effect and ±100 for the full control effect
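Purified human 12hLO at 150 nM in 25 mM Hepes, 0.01% Triton X-100, pH 7.0, preincubated 15 min at room temperature with compound. Reaction started with 40 uM arachidonic acid, 30 min at room temperature. Hydroperoxide measured by Fe-xylenol orange, 573/405 nm absorbance ratio.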
Apoferritin bind: binds horse apoferritin like a general anesthetic. P02791. apoferritin/1-aminoanthracene competitive binding, fluorescence. Potency, µM (doses to about 77.5 µM), inactives show at the top dose activity change, negative = displacement, most hits filed as inhibitors. 350,000 compounds, 0.074% hits. AID 485281; also: potency is read from the fitted curve at half-maximal effect; % is scaled to controls: 0 for no effect and ±100 for the full control effect; nearly all actives have a fitted effect of over 20% in size
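Horse-spleen apoferritin (10 uM) was mixed with 50% saturated 1-aminoanthracene in PBS, exposed to compounds for 10 min at room temperature, and read for fluorescence (ex 380 nm, em 535 nm). Competitive displacement was fitted with a four-parameter Hill equation.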
POLH inh: blocks human DNA polymerase eta activity. recombinant Pol eta, fluorescent DNA replication assay. Q9Y253. Potency, µM (highest dose often 114 µM), for inactives: at the highest dose activity change, negative = inhibition, actives largely listed as inhibitors. 390,000 compounds, 1.2% hits. AID 588591; also: potency is read from the fitted curve at half-maximal effect; % is scaled to controls: 0 for no effect and ±100 for the full control effect
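Pol eta at 10 nM preincubated with compounds 15 min at room temperature; reaction started with fluorescent substrate (50 nM final) and read kinetically at 0 and 10 min.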
ERG Ets-DNA blk: inhibitors of human ERG Ets domain-DNA interaction; 370,000 compounds, 0.028% hits; Potency, µM (series often up to 76.9 µM), for the others: at the highest dose FP activity, negative = inhibition, usual class: inhibitors; P11308; fluorescence polarization, His-ERG Ets domain / labelled DNA; AID 624246; active = well fitted inhibition curve with a large enough effect in the polarisation, with a control signal flat; inconclusive = small, poorly fitted or top-dose-only effect, or effect the other way, or a change in a side signal; inactive = no such curve, though single readings can be large or run the other way; the % refers to the polarisation;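 also: polarization taken with two DNA probes labelled with fluorescein and Texas red; potency is read from the fitted curve at half-maximal effect; % of control where 0% means no effect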
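His-tagged ERG Ets domain (1 uM in the protein solution; 300mM KCl, 50mM Tris-HCl, 1mM EDTA, 1mM DTT, pH 7.5) received compound, then a probe mix of 5 nM fluorescein-DNA and 100nM Texas-615-DNA. Fluorescence polarization was read for both dyes.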
APEX1 inh: APE1 (human) endonuclease inhibition; P27695; recombinant APE1, TAMRA/BHQ-2 abasic DNA cleavage fluorescence; Potency, µM (top dose mostly 65.8 µM), for inactives: at the top dose activity change, negative = inhibition, actives largely listed as inhibitors; 350,000 compounds, 0.35% hits; AID 2517;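 also: potency is read from the fitted curve at half-maximal effect; plate controls were vehicle for no effect and reference inhibitor for full effect; nearly all actives have a fitted effect of over 55% in size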
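APE1 at 0.75 nM preincubated 15 min at room temperature with compound. Reaction then started with 50 nM double-stranded THF-abasic substrate labelled with TAMRA/BHQ-2, and 525/598 nm fluorescence read kinetically. Activity taken as third-minus-first read difference, normalized to DMSO and NSC13755 controls.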
LDHA block: inhibitors of human lactate dehydrogenase A; P00338; 480,000 compounds, 0.15% hits; purified LDHA, NADH/diaphorase-resazurin fluorescence; hits give low values; activity change, % (values are at about 110 or 230 µM); in the data active = activity change below about -30%; inconclusive = mostly about -25% to -30%;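 also: plate controls were DMSO wells for no effect and wells without enzyme for full effect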
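LDH5 2 nM; NADH 0.06 mM, pyruvate 0.2 mM; 200 mM Tris pH 7.4, EDTA, Tween-20; 5 min RT. Detection: diaphorase 0.133 mg/mL + resazurin 37 µM, fluorescence ex540/em590 at 0 and 20 min; normalized to enzyme-free and DMSO wells.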
Starred values were filed as active, the others as inactive; ? = inconclusive; / = no result given; & = joins results of further samples; [ ] = another dose, or the depositor's remark. Unless noted, calls follow the shape of the dose curve; as a rule, active = well fitted curve in the direction sought with a large enough effect; inconclusive = small, poorly fitted or top-dose-only effect, or another doubt; inactive = no such curve, though single readings can be large; an effect the other way counts as inactive or inconclusive.

smiles	POLK inh	RGS4 inh	POLB inh	12-LOX inh	Apoferritin bind	POLH inh	ERG Ets-DNA blk	APEX1 inh	LDHA block
C[C@@H](C(=O)NCC1CC1)[C@@H]1C[C@@]1(C)[C@@H](NC(=O)OCc1ccccc1)c1ccccc1	-13%	13%	-7%	3%	7%&-14%	-15%	-1%	3%&-9%	0
CCOc1cccc(OCCOCCOc2ccccc2C(C)=O)c1	-24%	18%	3%	25%	-9%	-19%	-2%	-2%	-4
CC(C)(C)C(=O)N1CCC[C@H]1C(O)(c1ccccc1)c1ccccc1	-17%	-5%	2%	-14%	5%	-21%	-5%	?	-1
O=C(O)C1=C[C@@H](c2ccc(C(F)(F)F)cc2)C[C@@H](OCc2ccc(CO)cc2)O1	3%	-12%	-5%	-8%	-9%	-20%	4%	4%	-1
Cc1cccc(NC(=O)CSc2nnc(-c3ccco3)c(-c3ccco3)n2)c1C	32µM*	?	22µM*	/	?	13µM*	3%	?	16
O=C(O)CN1C(=O)CC(Cc2ccc(Cl)cc2)C1=O (stereo not given)	-4%	-1%	-11%	0%	-15%	-10%	-1%	2%	-12
O=C(CSc1nc2ccccc2[nH]1)c1ccc2c(c1)OCO2	4%	-42%	11%	?	4%	-4%	2%	-3%	-5
Cc1ccc(NC(=O)CNC(=O)c2cccs2)c(O)c1	-4%	-1%	/	-5%	/	2%	17%	15%	-3
CCCC(=O)NC(=S)Nc1ccc(N2CCOCC2)c(Cl)c1	-3%	-17%	3%	-25%	-7%	-3%	8%	-5%	-4
CC1CC(C)CN(S(=O)(=O)c2ccc3c(c2)CCN3C(=O)C2CC2)C1 (stereo not given)	6%	-26%[56.9 µM]	19%	-3%	-7%	-17%	-13%	-3%	-2
CCOc1ccccc1NC(=O)CN(Cc1ccccc1)S(C)(=O)=O	-16%	26%	-26%	4%	-5%	-3%	/	-2%	-1
Cc1[nH]c2ccccc2c1/C=N/NC(=O)CNC(=O)c1cccs1	5%	0%	-10%	?	-13%	-17%	-4%	-2%	-2
Cn1c(N)c(C(=O)CSc2nnc(C3CC3)n2-c2ccccc2)c(=O)n(C)c1=O	-5%	-7%	/	13%	/	-9%	-7%[15.4 µM]	24%	-12
CCC(CO)NS(=O)(=O)c1cc(-c2nn(C)c(=O)c3ccccc23)ccc1C (stereo not given)	2%	0%	1%	9%	-9%	-6%	1%	6%	-6
CCOc1ccccc1NC(=O)c1nc(SC(C)C)ncc1Cl	-19%	-6%	-20%	-20%	?	-12%	-9%	/	1
CN(Cc1ccon1)Cc1cn(C)nc1-c1ccc(Oc2ccccc2)cc1	-3%	0%	-1%	10%	-10%	-24%	-4%	-2%	-2
CCOC(=O)N1CCc2c(sc3c2c(=O)n(Cc2ccccc2)c(=O)n3CC(=O)NCCOC)C1	5%	-30%	5%	-4%	-3%	-5%	-7%	1%	-9
COC(=O)c1cn(NC(=O)C2COc3ccccc3O2)c(=O)c2ccccc12 (stereo not given)	-16%	23%	2%	-2%	-7%	-1%	-1%	-6%	-7
COC(=O)c1n[nH]n(-c2ccc(F)c(Cl)c2)c1=O	3%	-6%	-16%	10%	-6%	-17%	-5%	14%	-10
CC(C)(C)c1cc(NC(=O)CSc2nncs2)n(-c2ccccc2)n1	-1%	-27%	29%	5%	3%	-10%	-6%	5%	0
COC(=O)CSc1nnc(-c2ccoc2C)n1-c1ccc(C)cc1	-5%	2%	10%	3%	-7%	-1%	1%	2%	-12
COC(=O)[C@]1(C)N[C@H](CN(C)C(=O)NC(C)C)[C@@H]2C(=O)N(Cc3ccccc3)C(=O)[C@@H]21	4%	-3%	/	?	/	-9%	6%	47%	-3
COc1cccc(OC)c1C(=O)Nc1c(C(=O)N2CCN(c3ccccn3)CC2)oc2ccccc12	9%	-14%	23%	0%	-19%	-17%	15%	57%	-2
O=C(COc1ccc(Br)cc1)N1CCN(c2ccc([N+](=O)[O-])c(N3CCCCC3)c2)CC1	-6%	-8%	1%[57.1 µM]	-32%	?	-7%	-10%	-3%	-8
Cn1nc(C(=O)N2CCN(S(=O)(=O)c3ccc(Cl)cc3)CC2)c2ccccc2c1=O	-9%	-19%	/	-29%	/	-8%	-12%	37%	-3
CNC(=O)c1cc2cccc(OC)c2oc1=O	-3%	22%	15%	0%	-2%	-5%	4%	6%	-1
Cc1nc(Sc2ccccc2)c(C#N)c(C)c1[N+](=O)[O-]	3%	-31%	7%	0%	-7%	-12%	-6%	-5%	-3
CNC(=O)c1cc2cc(OC)ccc2oc1=N	8%	-40%	1%	0%	589%[activator]	-13%	-1%	-3%	6
COc1ccc(-c2nc3sc(CCNC(=O)Cc4ccc(Cl)cc4)c(C)n3n2)cc1	-3%[60.1 µM]	31%	-25%	?	-10%	-9%	-14%	/	-15
COc1ccccc1Nc1ncnc2c1nc1n2CCCC1	-10%[60.1 µM]	-5%	-15%	-1%	-7%	?	4%	/	1
CCOc1ccc(N(CC(=O)Nc2cccc(OC)c2)S(C)(=O)=O)cc1	4%	-3%	39%	-6%	-2%	-15%	-13%	0%	0
C/C(=N/NC(=O)CCC(=O)Nc1cccc(Cl)c1)c1ccc(C)cc1	-9%	-8%	-25%	-10%	-9%	-12%	/	2%	-13
COc1cccc(C2C(C(=O)c3cccs3)=C(O)C(=O)N2CCN2CCOCC2)c1OC (stereo not given)	-17%	-11%[56.9 µM]	-2%	?	-7%	-19%	1%	45%[activator]	-3
CC1=Nc2ccc(Br)cc2C(c2ccccc2)N1CC(=O)O (stereo not given)	5%	11%	2%	0%	0%	13%	-9%	13%	-15
CCC(C)(C)NC(=O)C(c1cccc(OC)c1)N(C(=O)CNC(=O)c1cccs1)c1cccnc1 (stereo not given)	-10%	-3%	11%	58%[activator]	0%	-1%	-3%	15%[12.4 µM]	-11
O=C1/C(=C/c2cccs2)CCC/C1=C\c1cccs1	-2%	-26%	1%	349%[activator]	-15%	0%	19%	27%	-3
COc1cc(N)c(Cl)cc1C(=O)OC(C)C(=O)Nc1cccc(S(=O)(=O)N2CCOCC2)c1 (stereo not given)	-18%	3%	/	-24%	/	-7%	10%	-13%	0
COc1ccc2nc(NC(=O)CN3C(=O)NC4(CCCCC4)C3=O)sc2c1	-12%	18%	-2%	1%	-14%	-18%	-5%	-2%	-5
O=C(c1ccco1)N1CCC(c2nc(-c3ccc(F)cc3)no2)CC1	11%	0%	-13%	-1%	-15%	-7%	-2%	-4%	-3
Cc1oc(-c2ccc(Cl)cc2)nc1CS(=O)CC(=O)NCCCN1CCN(Cc2ccccc2)CC1 (stereo not given)	8%	-9%	-6%	-11%	-9%	-15%	-9%	54%[activator]	1
Nc1ccc(Cc2ccccn2)cc1	-6%	18%	-7%	12%	-7%	0%	1%	1%	1
CN(C(=O)COC(=O)c1ccccc1NCCO)C1CCS(=O)(=O)C1 (stereo not given)	-1%	2%	/	4%	/	-3%	9%	12%	-3
COc1cc2c(c(OC)c1OC)-c1ccc(SC)c(=O)cc1C(N)CC2 (stereo not given)	-10%	-41%	/	-11%	/	-11%	-5%	/	-12
Cc1cnc(C(=O)OC(C)C(=O)Nc2cccc3ccccc23)cn1 (stereo not given)	2%	-17%	/	-8%	/	-14%	9%	36%	1
Cc1ccc(SCCC(=O)Nc2cc(C)on2)cc1	-2%	2%	58%	16%	-4%	-13%	3%	16%	-11
Cc1ccc(C)c2[nH]c(=O)c(CN(CCN3CCCC3)C(=O)Nc3cccc(Cl)c3)cc12	-14%	-3%	-10%	-13%	-18%	-4%	7%	1%	1
C=C1CCN(C(C)C(=O)OC)S(=O)(=O)c2ccccc21 (stereo not given)	-15%&-12%	11%&16%	16%	-1%	2%&-5%	0%	20%	15%&-1%	-12
CCNC(=O)c1ccc(C23CC4CC(CC(C4)C2)C3)o1	0%	26%	1%	0%	?	-3%	-3%	3%	-3
CCCn1nnnc1NC(=O)c1cccs1	-23%	-5%	0%	-1%	-4%	-2%	1%	5%	1
CCn1c2ccc(C)cc2c2nnc(NN)nc21	-27%	5%	29%	33%[activator]	-13%	-3%	4%	-9%	1

The list goes on:
smiles	POLK inh	RGS4 inh	POLB inh	12-LOX inh	Apoferritin bind	POLH inh	ERG Ets-DNA blk	APEX1 inh	LDHA block
COC(=O)/C(C(C)=O)=C(/C=C/C=C/N(C)C)N(C)C	-17%	0%	?	?	-12%	?	/	-11%	-1
O=C(NCC1CC1(Cl)Cl)Nc1ccc(Cl)c(Cl)c1 (stereo not given)	-12%	-17%	-10%	-23%	?	-17%	8%	5%	-5
CC(C)Sc1cc(N2CCCC2)nc(-c2ccc(F)cc2)n1	-3%	9%	-22%	10%	-7%	-11%	2%	-1%	-6
CCc1c(C)sc(NC(=O)C2CC2c2ccccc2)c1C(N)=O (stereo not given)	-5%	-22%	3%	-21%	?	-2%	-10%	-8%	-3

Screening data deposited in PubChem by National Center for Advancing Translational Sciences (NCATS).

An excerpt (hit frequency here may not be typical).
